# Bioassay records from PubChem BioAssay.
# TROY signal inh = TROY signaling inhibition; 0.98% of 360,000 active; inhibition, % at 10 µM; AID 1347056; Q293 LMP1-TROYcd NF-kB luciferase reporter, 4 h;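 active = compounds whose plate-normalised and pattern-corrected inhibition of the luciferase reporter signal at the single screening dose is 50% or more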
# EBV LMP1 NFkB = reduces LMP1-driven NF-kappaB luciferase signal | inhibition, % at 12.5 µM | 0.69% of 350,000 active | AID 504558 | LMP1-induced NF-kappaB luciferase reporter cells, luminescence; in the data active = inhibition above about 41%;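 note: 0% = neutral control wells and 100% = reference inhibitor control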
# NOD2-RIPK2 inh = NOD2-RIPK2 protein interaction inhibition. CHO BLA complementation NOD2-RIPK2, CCF4 ratio. O43353. inhibition, % at 4.98 µM. 0.38% of 360,000 active; in the data active = inhibition above about 21%;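 note: 0% = vehicle only and 100% = reference blocker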
# C8 TRAIL sens = caspase-8 TRAIL sensitization; NB7+C8 cells + TRAIL, ATPlite viability luminescence; inhibition (viability loss, TRAIL sensitization), % at 10 µM; 1% of 360,000 active; AID 624354;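 active = compounds causing at least 50% loss of cell viability in the single-dose screen, relative to plate controls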
# NCOA2 inhibitor = inhibits human steroid receptor coactivator 2; HEK293 GAL4-SRC2 luciferase reporter, luminescence; inhibition, % at 9 µM; 0.17% of 370,000 active; AID 651957;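 active = inhibition above the mean inhibition of all tested compounds plus 3 SD, set per campaign, cut at about 52% in these data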;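 note: 0% = DMSO treated cells and 100% = cells given Gossypol at 36 µM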
# Target sequence (Q15596 whole entry, looked up, the tested form may be a part): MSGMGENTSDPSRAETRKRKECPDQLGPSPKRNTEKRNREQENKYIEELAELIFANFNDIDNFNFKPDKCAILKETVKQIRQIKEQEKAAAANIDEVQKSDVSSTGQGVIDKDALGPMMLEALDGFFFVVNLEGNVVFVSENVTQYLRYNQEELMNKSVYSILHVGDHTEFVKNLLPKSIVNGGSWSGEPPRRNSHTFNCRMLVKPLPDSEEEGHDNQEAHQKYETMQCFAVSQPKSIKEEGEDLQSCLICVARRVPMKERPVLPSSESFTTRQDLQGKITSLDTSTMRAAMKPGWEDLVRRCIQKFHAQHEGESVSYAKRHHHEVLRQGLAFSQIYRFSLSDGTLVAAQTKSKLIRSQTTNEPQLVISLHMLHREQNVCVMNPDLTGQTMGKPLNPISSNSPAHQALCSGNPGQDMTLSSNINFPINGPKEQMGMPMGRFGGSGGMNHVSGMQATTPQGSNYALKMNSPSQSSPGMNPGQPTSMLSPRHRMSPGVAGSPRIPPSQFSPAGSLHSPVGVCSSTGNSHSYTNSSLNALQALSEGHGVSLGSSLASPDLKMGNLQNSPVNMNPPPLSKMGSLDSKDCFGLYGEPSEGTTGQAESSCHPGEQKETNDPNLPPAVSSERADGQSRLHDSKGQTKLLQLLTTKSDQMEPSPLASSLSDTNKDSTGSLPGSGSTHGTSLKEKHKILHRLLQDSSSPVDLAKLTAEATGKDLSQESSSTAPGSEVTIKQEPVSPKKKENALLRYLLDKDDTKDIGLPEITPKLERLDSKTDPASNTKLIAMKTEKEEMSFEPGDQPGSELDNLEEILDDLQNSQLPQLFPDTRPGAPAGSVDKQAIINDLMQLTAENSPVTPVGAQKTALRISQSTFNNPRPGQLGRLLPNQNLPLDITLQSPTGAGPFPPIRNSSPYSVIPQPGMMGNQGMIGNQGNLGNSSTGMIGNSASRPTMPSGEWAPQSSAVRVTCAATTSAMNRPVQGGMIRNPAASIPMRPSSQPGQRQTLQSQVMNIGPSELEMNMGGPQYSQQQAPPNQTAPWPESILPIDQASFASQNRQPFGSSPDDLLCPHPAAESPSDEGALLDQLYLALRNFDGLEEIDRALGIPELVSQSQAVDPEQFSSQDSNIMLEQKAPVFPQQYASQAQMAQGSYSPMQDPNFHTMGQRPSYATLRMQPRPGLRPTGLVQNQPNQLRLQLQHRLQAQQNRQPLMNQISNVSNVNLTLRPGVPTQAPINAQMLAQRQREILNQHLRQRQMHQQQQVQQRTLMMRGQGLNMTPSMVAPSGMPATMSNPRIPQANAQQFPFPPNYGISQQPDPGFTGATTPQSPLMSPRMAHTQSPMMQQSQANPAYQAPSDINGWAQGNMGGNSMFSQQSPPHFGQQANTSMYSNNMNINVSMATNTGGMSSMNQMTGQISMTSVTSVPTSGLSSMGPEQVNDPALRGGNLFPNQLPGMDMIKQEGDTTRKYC
# LRH-1 inv ag = inverse agonists of human LRH-1 (NR5A2) | inhibition, % at 3.6 µM | HEK293T StAR-luciferase reporter, LRH-1 transfected, 24 h | 0.13% of 360,000 active;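 active = inhibition above the mean inhibition of all tested compounds plus 3 SD, cut at about 73% in these data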;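 note: 0% = DMSO wells and 100% = reporter-only cells lacking LRH-1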
# TWEAK-Fn14 inh = TWEAK-Fn14 signaling inhibition; TWEAK-stimulated Fn14 reporter cells, luciferase luminescence, 8 h; inhibition, % at 10 µM; 2% of 360,000 active; in the data active = inhibition above about 50%
# SRC3 inh = inhibits human SRC3 coactivator; HEK293 GAL4-SRC3 luciferase reporter, luminescence; inhibition, % at 3.6 µM; 0.17% of 360,000 active;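 active = inhibition above a per-campaign cutoff, the mean of all compounds plus 3 SD, cut at about 60% in these data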;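 note: 0% = DMSO-treated cells and 100% = gossypol-treated cells at 36 µM; higher means less SRC3-driven luciferase light from the GAL4 reporter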
# TLR9-MyD88 inh = TLR9-MyD88 interaction inhibition | 0.21% of 340,000 active | Q9NR96+Q99836 | CHO BLA complementation TLR9-MyD88, CCF4 FRET ratio | inhibition, % at 4.98 µM | AID 504734;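 active = inhibition above the mean over all tested compounds plus 3 SD, cut at about 21% in these data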;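 note: 0% = DMSO only wells and 100% = clavulanate BLA inhibitor control wells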
# COUP-TFII inh = inhibitors of human COUP-TFII (NR2F2). P24468. HEK293T NGFI-A luciferase reporter, luminescence. inhibition, % at 8.6 µM. 0.7% of 370,000 active. AID 686940;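 active = inhibition above a per-plate cutoff, mean inhibition of test wells between control levels plus 3 SD, cut at about 38% in these data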;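 note: cells cotransfected with COUP-TFII expression vector driving the NGFI-A reporter; 0% = median of COUP-TF2 test wells and 100% = reporter-only cells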
# SRC1 inh = inhibitors of human steroid receptor coactivator 1 (SRC1) | HEK293 GAL4-SRC1 luciferase reporter, luminescence | inhibition, % at 3.6 µM | 0.12% of 360,000 active;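 active = inhibition above the campaign mean plus 3 SD, with each screening campaign given its own cutoff, cut at about 60% in these data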;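 note: 0% = DMSO treated cells and 100% = gossypol at 36 µM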
# The depositor's hits bear a star; x = not tested or not shown.
SMILES,TROY signal inh,EBV LMP1 NFkB,NOD2-RIPK2 inh,C8 TRAIL sens,NCOA2 inhibitor,LRH-1 inv ag,TWEAK-Fn14 inh,SRC3 inh,TLR9-MyD88 inh,COUP-TFII inh,SRC1 inh
CCOc1ccc(N=C2NC(=O)/C(=C/C(=O)OC)S2)cc1,-15,2,-8,-1,-8,4,-9,-9,3,-4,-2
Cc1ccc(-n2c(C)cc(C(=O)CN3CCCCC3)c2C)cc1,-5,-21,-16,1,-4,-35,-19,-47,-4,-10,-28
O=C(Nc1ccc(F)c([N+](=O)[O-])c1)c1cccs1,3,11,0,-2,3,14,-12,17,-2,12,11
Cc1c(OCC(=O)NCc2cccnc2)ccc2c3c(c(=O)oc12)CCCC3,-22,6,-12,-8,-3,-12,-12,17,4,9,-12
C[C@@H]1CN([C@H](C)CO)C(=O)c2cc(NC(=O)Nc3ccc(C(F)(F)F)cc3)ccc2O[C@H]1CN(C)Cc1ccc(Cl)c(Cl)c1,23,-27,9,25,-13,-33,53*,-17,10,-3,1
O=C(Nc1cccc(F)c1)C1CCCN(S(=O)(=O)c2cccc3cccnc23)C1 (stereo not drawn),16,3,-8,-10,1,-5,11,2,-5,19,9
Cc1ccc2c(c1)nnn2C1CCN(CC(=O)N2CCN(c3ccc(F)cc3)CC2)CC1,16,6,2,-2,-3,-10,-4,7,5,8,5
COc1ccc(Sc2nc(-c3ccccc3)ncc2OC)cc1,0,-3,2,-3,-13,2,3,18,-4,2,-9
CSc1ncc(Cl)c(C(=O)Nc2ccc(C)c(C)c2)n1,-13,1,7,-6,4,1,-10,3,-1,2,-8
CCCc1ccc(-c2csc(NC(=O)Cc3cccs3)n2)cc1,1,14,21*,13,24,22,2,-1,5,42*,-4
O=C(c1cc(-c2ccc(O)cc2)on1)N1CCN(c2ccc(F)cc2)CC1,25,-8,1,19,7,-29,-15,-19,-8,5,1
COC(=O)Cn1cnc2c(nnn2Cc2ccc(Cl)cc2)c1=O,-10,-12,-7,6,-20,7,7,7,-5,1,7
O=C(CCCOc1ccc(Cl)cc1Cl)Nc1ccc(O)cc1C(=O)O,-14,-8,-4,-14,20,14,-6,19,-5,11,0
Oc1ccc2ccccc2c1CN1CCN(c2ccccc2F)CC1,12,1,2,-11,-12,11,29,-11,-1,-16,-19
CC1CCCN(C(=O)COC(=O)c2ccc[nH]c2=O)C1 (stereo not drawn),14,5,5,-3,-28,2,-42,12,-6,-6,-1
Cc1ccc(N2C(=O)CC(N3CCN(S(=O)(=O)c4ccccc4)CC3)C2=O)c(C)c1 (stereo not drawn),7,2,0,-15,8,-4,-6,3,-3,-2,2
O=C1NC2(CCCc3ccccc32)C(=O)N1Cc1nnc(-c2ccccc2Br)o1 (stereo not drawn),6,-14,4,-14,5,11,-4,-4,-3,1,15
O=C(c1ccc(N2CCN(C3CC(=O)N(Cc4cccs4)C3=O)CC2)cc1)c1cccnc1 (stereo not drawn),15,5,0,16,-2,2,15,1,3,20,-5
CCOC(=O)c1cnc(SC)nc1Oc1cccc(NC(=O)c2ccc(Cl)cc2)c1,-24,-1,-2,-1,10,-12,15,8,2,-6,11
CC(=O)OC(C(=O)N1CCN(c2ccccc2F)CC1)c1ccccc1 (stereo not drawn),4,5,-2,-29,-11,-3,-1,-11,-4,-3,5
COc1ccc(N2CC(C(=O)N[C@@H](C)C(=O)N[C@H](CO)c3ccccc3)CC2=O)cc1 (stereo partly drawn),-5,-3,-5,12,2,1,13,15,5,-11,-27
CC(Cc1cccs1)NC(=O)Nc1ccccc1 (stereo not drawn),-30,1,-11,4,-31,-37,-7,-62,-3,-1,-21
CC(=O)Nc1ccc(NC(=O)CSC2=NCCS2)cc1,21,8,-11,10,8,-18,1,13,-5,14,-3
CS/C(=C\C(=O)c1ccco1)Nc1ccccc1Cl,-20,-8,-7,4,-18,22,-3,-10,-1,-11,-34
CCCCOCCCNC(=O)CCCOc1ccccc1,4,8,0,0,16,2,-8,9,8,5,-10
O=C(CN(C(=O)CCC(=O)Nc1nccs1)c1ccc2c(c1)OCO2)NCC1CCCO1 (stereo not drawn),-41,3,2,-3,-15,3,-16,-9,-14,-2,-4
CCOc1ccc(NC(=O)CCc2nnc3ccc(N4CCC5(CC4)OCCO5)nn23)cc1,-3,48*,-2,-4,-5,12,9,-4,-6,-12,1
CC1CCCN(c2ccc(/C=C(\C#N)c3nn(-c4ccccc4)c(N)c3C#N)cc2[N+](=O)[O-])C1 (stereo not drawn),-10,6,2,12,1,9,21,-14,6,-3,-9
O=c1oc(-c2ccccc2NS(=O)(=O)c2ccccc2)nc2ccccc12,x,-3,-3,-5,10,8,4,-1,0,-12,6
Cc1ccc(-c2nnn(CC(=O)NC3CCCc4ccccc43)n2)cc1 (stereo not drawn),7,-1,13,7,4,14,-7,-9,13,-21,5
Cc1cc(NC(=O)CSc2nc(=O)cc(N)n2-c2ccc(F)cc2)no1,9,-5,6,-3,-4,-13,-3,4,-4,20,-33
COC(=O)C1=C(C)NC(C)=C(C(=O)OC)C1c1cc2ccc(C)cc2[nH]c1=O,7,-10,5,-6,-11,15,16,-9,-11,3,-7
COC(=O)C1=C(C)N(Cc2ccccc2)C(=NCc2cccc(Cl)c2)N[C@H]1c1cccc(F)c1,7,9,-3,81*,x,11,-20,-11,-3,x,-4
COCCCNC(=O)C(F)(F)C(F)(F)C(=O)NCCCOC,7,-3,-6,10,-16,1,-3,22,4,-4,1
Cc1ccc(OCC(=O)OCC(=O)Nc2sccc2C(N)=O)cc1C,18,11,4,-1,10,3,4,-8,-1,-14,-9
COC(=O)c1nnn(CC(=O)Nc2ccc(C)c(F)c2)c1C(=O)OC,10,-3,-10,-5,-23,24,6,-8,-1,-11,4
CC1(C(=O)NCc2ccccc2Br)CCN1Cc1c(F)cccc1F (stereo not drawn),16,x,4,1,-14,-24,3,-10,x,11,13
COc1cc(/C=C2\S/C(=N/S(=O)(=O)c3ccccc3)NC2=O)c([N+](=O)[O-])cc1OC,10,1,2,3,-16,11,-1,5,2,-12,-6
Cc1cc(C(=O)N/N=C2\CCCC(=O)C2)c2ccccc2n1,18,-9,-9,-3,5,24,11,15,-1,5,8
Cc1cc2cc(CNC(=O)C(C)Oc3ccccc3)ccc2n1C (stereo not drawn),2,-6,1,-13,16,-24,-6,2,-4,11,-16
COCC(=O)Nc1cc(=O)n(C)c(=O)n1C,-8,-19,-13,1,9,15,8,1,5,-7,-17
Clc1ccc(C2Nc3cccc4cccc(c34)N2)cc1Cl,2,-18,-3,2,-11,5,9,-17,3,-3,-14
COCc1nnc(NC(=O)c2ccco2)s1,-9,1,2,-6,14,-3,-6,5,-12,-22,-12
OC[C@@H]1CN(Cc2ccccc2)C[C@H](n2cnc3c(NCc4ccc(F)cc4)ncnc32)O1,-43,x,-6,6,-17,-7,-37,-15,x,-13,-68
COc1ccc(CNC(=O)CSc2nc(C)cs2)cc1,-6,-9,-8,-1,6,16,11,5,8,-26,-12
c1ccc2c(Nc3nc(-c4ccncc4)nc4ccccc34)cccc2c1,4,x,15,25,-13,20,-4,1,x,5,0
CCOC(=O)C1CCCN(C(=O)c2ccc(C)c(S(=O)(=O)N3CCCCC3)c2)C1 (stereo not drawn),14,4,-2,19,23,14,5,-6,3,7,16
O=S1(=O)CC(O)C(NCCO)C1 (stereo not drawn),3,5,2,-5,9,2,-16,-10,-4,5,-9
CC(C)C[C@H](NC(=O)c1nc[nH]c1C(=O)NCC(=O)OCc1ccccc1)C(=O)OC(C)(C)C,-3,0,-1,-5,-4,11,0,-4,4,-13,5
CC(=O)c1ccc(NC(=S)NC(=O)/C=C/c2ccc(F)cc2)cc1,-32,2,-4,0,x,7,4,-9,-11,x,-20
CCN(CC)C(C(=O)Nc1ccc(C(C)C)cc1)c1ccc2c(c1)OCO2 (stereo not drawn),-10,21,4,5,17,-17,-8,-11,-1,12,9
CCC(=O)Nc1nc2ccc(NC(=O)c3cc(OC)c(OC)c(OC)c3)cc2s1,2,0,-15,-4,8,6,-7,-8,-6,-31,3

# Molecules listed so far containing a Cl atom, in the order listed:
SMILES,TROY signal inh,EBV LMP1 NFkB,NOD2-RIPK2 inh,C8 TRAIL sens,NCOA2 inhibitor,LRH-1 inv ag,TWEAK-Fn14 inh,SRC3 inh,TLR9-MyD88 inh,COUP-TFII inh,SRC1 inh
C[C@@H]1CN([C@H](C)CO)C(=O)c2cc(NC(=O)Nc3ccc(C(F)(F)F)cc3)ccc2O[C@H]1CN(C)Cc1ccc(Cl)c(Cl)c1,23,-27,9,25,-13,-33,53*,-17,10,-3,1
CSc1ncc(Cl)c(C(=O)Nc2ccc(C)c(C)c2)n1,-13,1,7,-6,4,1,-10,3,-1,2,-8
COC(=O)Cn1cnc2c(nnn2Cc2ccc(Cl)cc2)c1=O,-10,-12,-7,6,-20,7,7,7,-5,1,7
O=C(CCCOc1ccc(Cl)cc1Cl)Nc1ccc(O)cc1C(=O)O,-14,-8,-4,-14,20,14,-6,19,-5,11,0
CCOC(=O)c1cnc(SC)nc1Oc1cccc(NC(=O)c2ccc(Cl)cc2)c1,-24,-1,-2,-1,10,-12,15,8,2,-6,11
CS/C(=C\C(=O)c1ccco1)Nc1ccccc1Cl,-20,-8,-7,4,-18,22,-3,-10,-1,-11,-34
COC(=O)C1=C(C)N(Cc2ccccc2)C(=NCc2cccc(Cl)c2)N[C@H]1c1cccc(F)c1,7,9,-3,81*,x,11,-20,-11,-3,x,-4
Clc1ccc(C2Nc3cccc4cccc(c34)N2)cc1Cl,2,-18,-3,2,-11,5,9,-17,3,-3,-14

# Only part of the results is shown; the hit share may differ from the screen's.
